Compound activity as filed in PubChem BioAssay.
TCR-CD3 inh = blocks the human TCR-CD3 interaction. AID 651800. TAMRA-labeled TCR probe fluorescence, biochemical. inhibition, % at 9.4 µM. actives 0.37% (n = 360,000); in the data active = inhibition above about 19%;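 note: recombinant mutant TCR 2C K166C tagged with TAMRA read by polarization; 0% = receptor in buffer alone and 100% = receptor with positive control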
HTRA1 inhibitor = HTRA1 (human) protease inhibition | inhibition, % at 5.96 µM | recombinant HTRA1, FP-rhodamine activity-based probe, fluorescence polarization | actives 0.5% (n = 340,000); in the data active = inhibition above about 36%;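 note: 0% = enzyme with DMSO and 100% = wells lacking enzyme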
MBD2 DNA inh = inhibitors of human MBD2 binding to methylated oligonucleotide; Q9UBB5; TR-FRET; inhibition, % at 4.4 µM; actives 0.31% (n = 370,000); AID 686964; in the data active = inhibition above about 13%
Target sequence (Q9UBB5 whole entry, looked up): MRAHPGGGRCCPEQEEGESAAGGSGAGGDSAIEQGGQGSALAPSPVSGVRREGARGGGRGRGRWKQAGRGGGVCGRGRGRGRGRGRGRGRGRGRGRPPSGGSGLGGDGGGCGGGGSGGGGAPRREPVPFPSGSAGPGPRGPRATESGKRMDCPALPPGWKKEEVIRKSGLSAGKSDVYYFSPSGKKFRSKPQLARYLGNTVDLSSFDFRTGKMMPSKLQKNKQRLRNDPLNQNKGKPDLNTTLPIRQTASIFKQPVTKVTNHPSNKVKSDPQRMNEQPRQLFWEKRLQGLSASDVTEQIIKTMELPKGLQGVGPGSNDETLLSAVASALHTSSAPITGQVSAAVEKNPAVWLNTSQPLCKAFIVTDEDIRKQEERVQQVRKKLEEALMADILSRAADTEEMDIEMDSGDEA
mABHD4 FP = inhibits mouse alpha/beta hydrolase domain 4; purified mABHD4, FP-Rh probe fluorescence polarization; AID 720543; inhibition, % at 8.92 µM; Q8VD66; actives 0.54% (n = 370,000);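 active = inhibition exceeding the mean over every tested compound plus 3 SD, cut at about 30% in these data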;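 note: 0% = plate median of compound wells and 100% = S159A mutant with DMSO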
Target sequence (Q8VD66 whole entry, looked up, the tested form may be a part): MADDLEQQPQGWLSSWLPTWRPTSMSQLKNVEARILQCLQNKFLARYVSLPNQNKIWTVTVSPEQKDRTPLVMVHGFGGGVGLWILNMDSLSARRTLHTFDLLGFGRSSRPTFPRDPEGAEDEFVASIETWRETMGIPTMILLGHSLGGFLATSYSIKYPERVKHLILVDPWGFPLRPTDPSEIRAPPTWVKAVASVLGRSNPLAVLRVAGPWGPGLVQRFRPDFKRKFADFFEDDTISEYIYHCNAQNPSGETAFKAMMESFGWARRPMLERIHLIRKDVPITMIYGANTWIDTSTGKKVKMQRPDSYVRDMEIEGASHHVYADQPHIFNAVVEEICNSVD
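Test system: mABHD4 protein; Read-out basis: % inhibition; Incubation: 45 min + 60 min at 25 °C; Repeats: single replicate; Technique: fluorescence polarization with parallel and perpendicular emission, 525/598 nm; Compound: 8.92 µM, single dose; Benchmarks: full inhibition S159A mutant plus DMSO, zero as sample-well median.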
TDP2 inh = TDP2 (human) inhibition, absorbance primary screen | O95551 | recombinant TDP2, T5PNP hydrolysis, p-nitrophenol absorbance 415 nm | inhibition, % at 12.8 µM | actives 0.34% (n = 370,000) | AID 720702;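 active = inhibition above the mean of all tested compounds plus 3 SD, set per campaign, cut at about 25% in these data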;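 note: 0% = DMSO with enzyme and 100% = buffer with substrate but no TDP2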
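test system = human TDP2 enzyme | input = TDP2 enzyme at 120 nM final | medium = 50 mM Tris-HCl pH 7.5 with Mg2+, KCl, DTT, BSA | also added = T5PNP substrate, 5 mM | times = 2 h at 37 °C | technique = epi absorbance | benchmarks = high control without enzyme, low control DMSO plus TDP2 | replication = each compound tested once, singlicate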
LEDGF integ inh = blocks HIV-1 LEDGF/p75-dependent DNA integration; TR-FRET IN-LEDGF/p75 DNA integration, Eu/Cy5; inhibition, % at 3.7 µM; actives 0.64% (n = 370,000); AID 743269;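 active = inhibition above the screen-wide mean plus 3 SD, cut at about 13% in these data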;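 note: signal is the Cy5 over europium emission ratio at 671 and 618 nm; 0% = plate median of compound wells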
SIAE primary = inhibitors of human sialic acid acetylesterase SIAE | SIAE FP-Rh probe binding, fluorescence polarization | actives 0.69% (n = 370,000) | inhibition, % at 9.66 µM;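 active = inhibition above a cutoff: mean of compounds within the control limits plus 3 SD of those, cut at about 17% in these data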;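 note: 0% = plate median of compound wells and 100% = probe without SIAE protein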
NPR2 activator = GC-B (human) receptor activation | actives 0.11% (n = 370,000) | AID 1920062 | HEK293-GC-B cells, CNP EC30, cGMP TR-FRET; 0% at EC30 CNP, 100% saturating CNP | P20594 | activation, % at 10 µM;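 active = activation at 10 µM reaching about 35% in either raw or pattern-adjusted values, limit read from the data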
PRMT1 FP inh = blocks human protein arginine methyltransferase 1. recombinant PRMT1, activity-based probe fluorescence polarization. inhibition, % at 2.79 µM. actives 1.3% (n = 370,000);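 active = inhibition above about 21% made by adding two undisclosed values, limit read from the data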
rCAG RNA binder = binds r(CAG) RNA repeats. r(CAG) RNA repeat, TO-PRO-1 dye displacement fluorescence. actives 1.3% (n = 370,000). AID 651821. inhibition, % at 3 µM;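 active = inhibition above the plate cutoff, the mean of all test compounds on that plate plus 3 SD, cut at about 35% in these data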;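 note: 0% = DMSO alone and 100% = 100 µM mitoxantrone as full dye displacement; higher means more dye released from RNA so lower well fluorescence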
* hit, by the source's call; . = not tested or not shown.

SMILES	TCR-CD3 inh	HTRA1 inhibitor	MBD2 DNA inh	mABHD4 FP	TDP2 inh	LEDGF integ inh	SIAE primary	NPR2 activator	PRMT1 FP inh	rCAG RNA binder
CN(C)c1nc(OCCNC(=O)COc2ccccc2Cl)nc(N(C)C)n1	4	2	4	7	1	2	-4	-11	0	-7
COc1ccccc1NC(=S)NC(=O)Cc1ccc(Cl)cc1	-8	-4	2	1	10	-3	-4	-10	-4	0
Cc1c(Cl)c([N+](=O)[O-])nn1CCCC(=O)Nc1cccc(Cl)c1	-5	-12	4	-5	5	-2	-7	-9	3	-1
COc1ccc(C(=O)NCC(c2ccccc2)N2CCCC2)cc1S(=O)(=O)N1CCOCC1 (stereo not given)	-7	0	-2	3	2	1	-4	0	-3	1
CC1CCc2nc3ccccc3c(C(=O)OCC(=O)N(C)C3CCS(=O)(=O)C3)c2C1 (stereo not given)	-13	4	1	5	4	-1	5	-1	2	1
O=c1[nH]c(C2CCN(S(=O)(=O)c3ccc(S(=O)(=O)NC4CC4)cc3)CC2)nc2c1nnn2Cc1ccccc1	-2	-26	-4	-9	10	-2	-5	2	-1	13
Cc1ccc(-c2noc(C3CCCN(C(=O)c4ccccc4Br)C3)n2)o1 (stereo not given)	-1	-10	-2	9	3	-4	2	-3	4	8
CCOc1cc(C)c(Cl)cc1S(=O)(=O)n1cnc2ccccc21	5	-1	-4	2	-10	-1	2	6	-1	0
O=C(CSc1nc2cc(Cl)ccc2s1)Nc1cccc(S(=O)(=O)N2CCOCC2)c1	-2	-54	1	-32	6	0	-38	1	1	11
CCOC(=O)c1cc(-c2ccc([N+](=O)[O-])cc2)nc2c1c(=O)[nH]c(=O)n2Cc1ccccc1	-4	-2	2	2	7	-1	-2	-1	3	4
Cc1c(Cl)cccc1NC(=O)CCN1CCN(C)CC1	-9	5	-2	7	-10	-5	-2	5	3	0
CCC(=O)N(Cc1ccccc1)c1ccccc1C(=O)Nc1cc(OC)ccc1OC	.	.	0	3	3	5	-8	0	-5	-1
CCCCC(=O)NC(c1ccco1)c1cc(Cl)c2cccnc2c1O (stereo not given)	-2	59*	-6	12	-3	0	11	3	-2	5
COc1ccc(-c2c(-c3cc(OC)cc(OC)c3)n(C)c3ccc(-c4ccc5[nH]ccc5c4)cc23)cc1	5	22	2	4	5	1	3	-1	-1	11
COc1ccc2nc(Cl)c(C3CC(c4ccco4)=NN3C(=O)CCCC(=O)O)cc2c1 (stereo not given)	4	2	0	-3	3	1	-3	1	-3	4
CSc1ccccc1NC(=O)C1(C)CCN1C(=O)CCC1CCCC1 (stereo not given)	8	.	1	-2	-3	3	-1	2	-2	-1
CC(=O)c1c(C)[nH]c(C(=O)CN2CCN(S(=O)(=O)c3ccccc3)CC2)c1C	-1	2	-3	1	-6	-1	2	-4	-5	-1
COc1ccc(NC(=O)CS(=O)CC(=O)Nc2ccc(-n3cnnn3)c(C)c2)cc1 (stereo not given)	1	3	-1	1	-2	1	4	0	0	-1
COc1ccc(CCN(C)C(=O)c2cccc(S(=O)(=O)NCc3ccccc3)c2)cc1OC	4	0	-3	-4	-5	7	-10	4	-3	-7
Cc1cccc(C)c1OCc1nnc(SCC(=O)Nc2nccs2)n1-c1ccccc1	9	-1	-7	4	11	1	-1	-13	0	3
O=C(N/C(=C/c1ccc(Br)cc1)c1nc2ccccc2[nH]1)c1ccco1	-7	-15	-8	-9	-20	3	-1	-4	0	11
C/C(=N\Nc1ccc(F)cc1F)c1ccc(N2CCOCC2)cc1	6	16	5	-3	-21	-7	6	0	6	11
N#CCC(=N)N1CCN(c2ccc(Cl)cc2)CC1	-2	-2	-1	-1	0	-1	5	-2	-1	7
Cc1ccc(CNC(=O)C2(NC(=O)Nc3ccc(C)cc3)CCCCC2)cc1	-12	-4	5	-14	-5	-3	-5	3	4	1
c1ccc(C2=NN(c3ccccc3)CC2)cc1	0	-1	1	3	12	-2	11	-3	0	3
O=C(NOC(=O)c1ccccc1F)c1ccc(OC(F)F)cc1	0	-10	-1	5	7	-2	-4	4	0	1
CC(=O)Oc1cc(OC(C)=O)c2c(C)cc(=O)oc2c1	3	1	-2	-1	-4	-3	1	-4	-2	4
CC(=O)Nc1ccc(NC(=O)C(C)OC(=O)CCC(=O)c2ccc(F)cc2)cc1 (stereo not given)	-6	6	1	-7	3	3	4	-4	2	-2
CC(C)c1ccc(C2=C(O)c3ccccc3C(=O)C2=O)cc1	3	6	-10	12	9	-1	9	2	1	2
COc1ccccc1-n1cc(C(=O)N2CCCC(CO)(Cc3ccccc3C)C2)cn1 (stereo not given)	-7	-6	1	1	10	-3	-2	0	-1	-6
Cc1cc(N2CCN(C(=O)c3cccs3)CC2)c(F)cc1[N+](=O)[O-]	-10	-3	1	-3	-14	4	-3	-3	-6	-2
NC1=NC[C@H](Cc2ccc(O)cc2)N1CCc1cccc(F)c1	33*	-5	0	5	3	-2	7	3	0	7
Cc1c(CN2CCN(CC(C)(C)C)C(CCO)C2)[nH]c2ccccc12 (stereo not given)	-10	2	1	-5	-13	3	11	-2	0	-5
Cc1ccc2c(c1)C1C3CCC(C3)C1S(=O)N2 (stereo not given)	1	1	-1	-2	-9	0	-5	4	4	-3
COc1cccc(/C=N/N2C(=O)CSC2=S)c1O	10	14	-6	18	9	1	-7	-3	38*	15
O=C(OCc1cc(=O)n2c(n1)sc1ccccc12)c1ccc2c(=O)n3c(nc2c1)CCC3	8	2	22*	1	0	7	-5	6	4	20
CCOc1cc(C(=O)Nc2ccc3c(c2)OCO3)ccc1OCCOc1ccccc1Cl	5	-3	3	-2	10	2	4	1	-2	-3
CCOC(=O)C(NCc1ccccc1OC)(NC(C)=O)C(F)(F)F (stereo not given)	-9	7	1	-3	-5	0	-6	3	1	-1
CCn1c(SCC(=O)N2CCCc3ccccc32)nnc1-c1ccco1	7	-4	-2	-5	-5	0	-4	6	3	-4
CCC(=O)c1ccccc1OCCCCn1cncn1	9	7	1	22	17	-1	6	5	-1	-4
Cc1ccc(S(=O)(=O)Nc2ccc(Oc3cccnc3)nc2)cc1	1	-2	1	-5	5	-2	5	3	-3	0
O=C(NCCc1ccccc1)C(=O)NCC1OCCN1S(=O)(=O)c1ccc(Br)cc1 (stereo not given)	3	-5	-1	-2	-1	0	-3	-3	-1	-3
C[C@H](CO)N1C[C@H](C)[C@@H](CN(C)C(=O)Nc2ccccc2)Oc2c(NC(=O)Nc3ccc(C(F)(F)F)cc3)cccc2C1=O	-1	-59	3	-38	-8	1	-36	-7	0	20
c1cn2cc(CN3CCOCC3)nc2s1	1	-1	-6	-2	13	0	14	10	0	2
CCCS(=O)(=O)NC(=O)C1(C)CCCN(C(=O)c2ccc(C(=O)OC)cc2)C1 (stereo not given)	8	.	-5	3	4	5	1	-1	-7	2
Cc1ccccc1S(=O)Cc1ccc(C(=O)NC2CC2)o1 (stereo not given)	9	12	-4	0	9	0	1	0	-2	0
CCCOc1ccc(/C=N\NC(=O)CCc2n[nH]c(=O)[nH]c2=O)cc1OC	-5	9	-5	-19	-12	3	-1	-1	-4	4
COc1ccc(C(=O)NCC(=O)N/N=C/c2cn(C)c3ccccc23)cc1OC	-5	2	2	10	1	-1	5	1	-1	4
O=C(c1ccccc1F)N1CCN(c2ccc([N+](=O)[O-])c(NCc3cccnc3)c2)CC1	1	.	-1	4	5	0	-6	-1	-2	-4
O=C(NCc1ccccc1)OCCN1C(=O)CCC12CCC(c1ccccc1)CC2 (stereo not given)	.	.	-4	-4	7	-2	0	-24	-7	0
CC(=O)Nc1ccc(C(=O)NNC(=O)Cc2ccccc2)cc1	9	-3	1	-5	7	2	6	2	0	-2
CC(=O)c1ccc2c3c(ccc([N+](=O)[O-])c13)CC2	1	2	0	3	4	-2	-2	-5	3	0
O=C(NCc1ccc(F)cc1)c1cccs1	-10	1	6	-9	4	0	3	2	6	-2
CCC(C)C(CO)NCCCn1cnc2c(OC)ncnc21 (stereo not given)	-12	12	5	4	-1	-6	-3	1	1	1
CCOC(=O)C1(CC2CCCCO2)CCN(S(=O)(=O)c2cc(C)cs2)CC1 (stereo not given)	2	-11	1	1	-1	-1	-3	1	-4	-6
COc1ccc(CCNCC(O)Cn2c3ccccc3c3ccccc32)cc1OC (stereo not given)	6	-11	-6	16	-16	6	-1	-11	-3	5
O=S(=O)(c1ccc(F)c(Cl)c1)N1CCCC1	1	0	2	-3	3	1	5	4	-2	-5
O=C1CC(SC2=NCCS2)C(=O)N1c1ccc(Cl)cc1 (stereo not given)	-2	1	2	3	-8	0	-4	5	1	0
C=CCSc1nnc(-c2cc3c(-c4ccccc4)nn(C)c3s2)n1C	-2	-9	2	-9	-7	-5	-9	0	2	-4
O=C(Cn1cnc2c(NC(=O)OCc3ccccc3)ncnc21)NCc1ccccn1	0	-1	1	3	0	-1	-5	-3	-3	0

Compound profiles, as listed above. Values in the order: TCR-CD3 inh | HTRA1 inhibitor | MBD2 DNA inh | mABHD4 FP | TDP2 inh | LEDGF integ inh | SIAE primary | NPR2 activator | PRMT1 FP inh | rCAG RNA binder
CC(=O)Nc1ccc(NC(=O)C(C)OC(=O)CCC(=O)c2ccc(F)cc2)cc1 (stereo not given) is entered as -6 | 6 | 1 | -7 | 3 | 3 | 4 | -4 | 2 | -2
O=C(NCc1ccccc1)OCCN1C(=O)CCC12CCC(c1ccccc1)CC2 (stereo not given) is entered as . | . | -4 | -4 | 7 | -2 | 0 | -24 | -7 | 0
COc1ccc(CCN(C)C(=O)c2cccc(S(=O)(=O)NCc3ccccc3)c2)cc1OC is entered as 4 | 0 | -3 | -4 | -5 | 7 | -10 | 4 | -3 | -7
COc1ccc(C(=O)NCC(=O)N/N=C/c2cn(C)c3ccccc23)cc1OC is entered as -5 | 2 | 2 | 10 | 1 | -1 | 5 | 1 | -1 | 4

(listing goes on)
SMILES	TCR-CD3 inh	HTRA1 inhibitor	MBD2 DNA inh	mABHD4 FP	TDP2 inh	LEDGF integ inh	SIAE primary	NPR2 activator	PRMT1 FP inh	rCAG RNA binder
c1ccc(C2CNCCc3ccccc32)cc1 (stereo not given)	-2	4	7	5	0	1	-6	2	-1	13
O=c1[nH]c(/C=C/c2cccnc2)c([N+](=O)[O-])c(=O)[nH]1	3	1	4	9	-42	-2	0	1	-1	0
Clc1ccc(OCCCCCN2CCOCC2)cc1	9	7	-1	2	10	4	8	-3	-2	-8
Cc1ccc(S(=O)(=O)CCC(=O)OCC(=O)c2ccc(C)c(C)c2)cc1	1	-1	10	-1	7	1	-8	-2	2	10
CC(=O)N1CCN(C(=S)Nc2ccc(SC(F)F)cc2)CC1	6	3	3	-3	0	3	6	-2	-5	-3
CCCc1[nH]nc2c1C(c1ccc(OC(=O)N3CCOCC3)c(OC)c1)C(C#N)=C(N)O2 (stereo not given)	6	1	0	-5	-10	5	7	0	0	-1
Cc1nc(-c2ccc(NC(=O)c3ccccc3)cc2)cs1	6	-8	-4	-7	-1	0	9	0	2	1
CCN(CC)S(=O)(=O)c1ccc(S(=O)(=O)N2CCN(CCC#N)CC2)cc1	2	0	-5	2	0	2	-9	3	2	1

Some of the compounds tested; count on the stated rates, not on these rows.
